Bioassay records: PubChem BioAssay, Vanderbilt University
GIRK2 act: activators of NPY4-receptor-primed GIRK2 channels, summary, cell-based, HEK293, thallium flux | G protein-activated inward rectifier potassium channel 2 (Homo sapiens), P48051 | HEK293 GIRK2/NPY4 cells, thallium flux fluorescence | activation (% efficacy), % for hits at 37.5 µM | 34,000 tested, under 10 active | AID 1259324, 2017;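 active = primary screen hit, no activity in plain HEK293 cells, and in GIRK2-only cells above 5% efficacy rising with concentration; inactive = the rest, including fluorescent compounds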;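 note: efficacy is normalized control-subtracted fluorescence 15 s after thallium addition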
Target sequence (P48051 whole entry, looked up): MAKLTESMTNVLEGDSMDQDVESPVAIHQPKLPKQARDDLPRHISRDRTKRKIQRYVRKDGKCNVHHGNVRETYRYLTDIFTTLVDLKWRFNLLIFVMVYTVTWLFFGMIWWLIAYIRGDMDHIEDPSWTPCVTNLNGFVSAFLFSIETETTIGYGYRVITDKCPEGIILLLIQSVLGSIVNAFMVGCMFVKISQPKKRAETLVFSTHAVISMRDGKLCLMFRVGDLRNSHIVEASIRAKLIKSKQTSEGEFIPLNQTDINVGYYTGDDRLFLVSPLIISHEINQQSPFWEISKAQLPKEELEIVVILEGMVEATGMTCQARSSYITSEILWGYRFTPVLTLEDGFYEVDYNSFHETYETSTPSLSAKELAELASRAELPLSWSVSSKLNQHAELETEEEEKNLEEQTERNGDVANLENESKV
Calls only; i = inactive. A portion of the library (hit frequency here may not be typical).

| SMILES | GIRK2 act |
| --- | --- |
| CCC(C(=O)NCCNC(=O)c1ccc(NC(=O)C(C)C)cc1)c1ccccc1 (configuration not stated) | i |
| COc1ccc(SCCC(=O)Nc2nc(-c3ccc(C#N)cc3)cs2)cc1 | i |
| CCOc1ccc(NC(=O)CSc2ccc(NC(=O)C3CC3)nn2)cc1 | i |
| Cc1cc(F)ccc1S(=O)(=O)NCC(O)(c1ccco1)C1CC1 (configuration not stated) | i |
| O=C(CSc1ncc(-c2ccc(F)cc2)o1)N1CCN(c2ccc(F)cc2)CC1 | i |
| CCOC(=O)N1CCN(CC(O)COC(C)(C)CC)CC1 (configuration not stated) | i |
| CCOC(=O)c1nc(NC(=O)Nc2cccs2)sc1Cl | i |
| Cc1cccc(NC(=O)CS(=O)(=O)Cc2ccccc2)n1 | i |
| COc1ccc(Cl)cc1NC(=O)CCn1nc(C)c(Cl)c1C | i |
| COc1ccc(OC)c(-c2ccc(=O)n(CC(=O)Nc3ccc4c(c3)OCCO4)n2)c1 | i |
| COc1cc(NC(=O)Cc2csc(NC(=O)c3ccc(=O)[nH]c3)n2)cc(OC)c1OC | i |
| Cc1ccnc(NC(=O)c2cccc(Oc3ccc(C)nn3)c2)c1 | i |
| COc1ccc(OC)c(NC(=O)CCCn2nc(-c3ccc(F)cc3)ccc2=O)c1 | i |
| COc1cc(-c2noc(C3CCN(S(=O)(=O)c4cccs4)CC3)n2)cc(OC)c1OC | i |
| CCOc1ccc(OCC)c(NC(=O)CC2=NS(=O)(=O)c3ccccc3N2)c1 | i |
| O=C(NCc1nc2ccccc2[nH]1)C1CN(C(=O)c2cnccn2)C1 | i |
| CCOc1ccc(-c2ccc(N3CCN(C(=O)c4ccncc4)CC3)nn2)cc1 | i |
| O=C(Cc1csc(NC(=O)c2ccc(=O)[nH]c2)n1)NC1CCCCCC1 | i |
| COCC(=O)N1CCCc2ccc(NC(=O)C3(c4cccs4)CCCC3)cc21 | i |
| COc1cc(/C=C/C(=O)Nc2ccc3c(c2)N(S(C)(=O)=O)CCC3)cc(OC)c1OC | i |
| CC(C)(C)n1ncc2c(=O)n(NC(=O)C3CC(=O)N(c4ccccc4)C3)cnc21 (configuration not stated) | i |
| COc1ccc(C(=O)N(c2cccc(OC)c2)C2C=CS(=O)(=O)C2)cc1 (configuration not stated) | i |
| Cc1ccccc1Cn1cc(C(=O)Nc2ccc(Br)cc2)ccc1=O | i |
| COc1ccccc1Cc1noc(C2CN(C(=O)/C=C/c3ccccc3)C2)n1 | i |
| O=C(CSc1cc(N2CCCC2)ncn1)OCc1ccccc1 | i |
| Cc1nn(C2CCS(=O)(=O)C2)c2nc(-c3ccc(F)cc3)cc(C(=O)N(C)C3CCN(C)CC3)c12 (configuration not stated) | i |
| Cc1ccc(-c2nnc(NC(=O)c3ccc4c(c3)OCCO4)o2)cc1C | i |
| Cn1ccc(C(=O)Nc2nnc(CSc3ccccc3)o2)n1 | i |
| COc1ccc(N2C(=O)N(c3cccc(C(F)(F)F)c3)C3CS(=O)(=O)CC32)cc1 (configuration not stated) | i |
| COCCn1cnc2c(-c3ccccc3)cn(CC(=O)Nc3ccc(C(=O)OC)cc3)c2c1=O | i |
| CCSc1nnc(NC(=O)CN2CCC(Cn3cnc4ccccc43)CC2)s1 | i |
| O=C(NCc1ccccc1)N1CCN(c2ccc3nncn3n2)CC1 | i |
| CS(=O)(=O)N1CCC(C(=O)Nc2cccc(-c3nc4ccccc4[nH]3)c2)CC1 | i |
| O=C(Nc1onc2c1CSC2)C1COc2ccccc2O1 (configuration not stated) | i |
| O=C(CCc1csc(NC(=O)c2ccco2)n1)Nc1ccc(F)c(Cl)c1 | i |
| COc1ccc(Cl)cc1NC(=O)NCCn1nc(-c2ccccn2)n(C)c1=O | i |
| COc1cn2c(cc1=O)C(=O)N(CCNC(=O)c1ccc(Cl)cc1Cl)CC2 | i |
| CC(C)(C)C(=O)N1CCc2ccc(NC(=O)C3CCN(S(C)(=O)=O)CC3)cc21 | i |
| COc1ccc(Cn2c(SC)nc3c(-c4ccccc4)c[nH]c3c2=O)cc1 | i |
| COc1cc(C)c(S(=O)(=O)NCCOc2ccc(-c3ccc(C)cc3)nn2)cc1C | i |
| CCOC(=O)CSc1nc2c(-c3ccccc3)c[nH]c2c(=O)n1Cc1ccc(OC)cc1 | i |
| CCCc1c(C(=O)N2CCOCC2)nnn1-c1ccc(OC)cc1 | i |
| CC(C)(C)C(=O)N1CCc2ccc(NS(=O)(=O)c3ccc(F)cc3F)cc21 | i |
| COc1cc(C(=O)Nc2cc(C)nn2-c2nc(-c3ccccc3)cs2)cc(OC)c1OC | i |
| COc1cccc(NC(=O)c2cc(-c3cccs3)nc3c2c(C)nn3C2CCS(=O)(=O)C2)c1 (configuration not stated) | i |
| CCOc1ccc(-n2nnnc2CN2CCN(C(=O)c3cc(C)on3)CC2)cc1 | i |
| O=C(Nc1ccc2c(c1)CN(C(=O)c1ccco1)CC2)Nc1cccs1 | i |
| CC1CCCCN1C(=O)CCN1C(=O)c2ccccc2S1(=O)=O (configuration not stated) | i |
| COc1cccc(NC(=O)c2ccc(=O)n(Cc3cccc(C(F)(F)F)c3)c2)c1 | i |
| Cc1ccc(S(=O)(=O)NCCc2ccsc2)s1 | i |
| O=S(=O)(c1cccc2cccnc12)N1CCCSCC1CN1CCOCC1 (configuration not stated) | i |
| O=C(COc1ccccc1)N1CCC2(CC1)NC(=O)N(Cc1ccc(F)cc1)C2=O | i |
| Cc1ccc(C(=O)NCCNC(=O)c2ccc(NC(=O)C3CC3)cc2)cc1C | i |
| N#C/C(=C\N1CCC(C(N)=O)CC1)C(=O)Nc1cccc(Cl)c1 | i |
| Cc1c(Cl)cccc1NC(=O)Cc1cc(-c2ccc3c(c2)CC(C)O3)on1 (configuration not stated) | i |
| CC(Sc1ncc(-c2cccc(Br)c2)o1)C(=O)NCc1ccccc1 (configuration not stated) | i |

Next results follow:
| SMILES | GIRK2 act |
| --- | --- |
| COc1ccc(-c2ccc(N3CCN(C(=O)C4CCCC4)CC3)nn2)cc1OC | i |
| COc1ccc2c(=O)c(Oc3ccc(C(=O)N4CCN(C)CC4)cc3)coc2c1 | i |
| O=C(Cn1cnc(-c2ccc(Cl)cc2)cc1=O)NCc1cccs1 | i |
| COc1ccccc1NC(=O)CSc1ncc(S(=O)(=O)c2cccs2)c(N)n1 | i |
| COc1ccccc1NS(=O)(=O)c1cc(N2C(=O)CCS2(=O)=O)ccc1OC | i |
| O=C(Cc1csc(SCC(=O)c2cccs2)n1)NCCc1c[nH]c2ccccc12 | i |
| CSc1ccc(CNC(=O)Cc2nnc(-c3cccc(F)c3)o2)cc1 | i |
| Cc1ccc(N2CCn3c2nn(CC(=O)Nc2cc(C)ccc2C)c(=O)c3=O)cc1 | i |
| COc1ccc(OC)c(NC(=O)N2CCN(c3ccc4nncn4n3)CC2)c1 | i |
| COc1ccc(S(=O)(=O)CCC(=O)Nc2sc3c(c2C(N)=O)CCCC3)cc1 | i |
| CC(=O)Nc1ccc(NC(=O)Cn2nc(-c3ccc(C)cc3C)ccc2=O)cc1 | i |
| COc1cc(OC)cc(-c2noc(Cn3c(=O)[nH]c4cc5c(cc4c3=O)OCO5)n2)c1 | i |
| CSc1ncccc1C(=O)NCc1nn(C)c(=O)c2ccccc12 | i |
| NC(=O)C1CCN(c2ccc(N)cc2)CC1 | i |
| O=C(NCC1CCN(S(=O)(=O)C2CC2)CC1)C1(c2ccccc2)CCOCC1 | i |
| CC(=O)Nc1nc2c(s1)CC(C)CC2 (configuration not stated) | i |
| Cc1nnsc1C(=O)N1CCC(CN2CCN(C)CC2C)CC1 (configuration not stated) | i |
| Cc1cc(=O)[nH]c2cc(NC(=O)c3cc(-c4ccco4)on3)ccc12 | i |
| CC1CN(C)CCN1CC1CCN(C(=O)c2cccc(Cl)c2)CC1 (configuration not stated) | i |
| COc1ccc(OC)c(NC(=O)C(=O)NCCCN2CCN(c3ccccc3)CC2)c1 | i |
| O=C(NCCCCN1CCOC(c2ccccc2)C1)C(=O)NC1CCCCCC1 (configuration not stated) | i |
| O=C(NCC(O)C1CCCCC1)C(=O)Nc1ccc(F)c(F)c1 (configuration not stated) | i |
| CCOC(=O)N1CCN(C(=O)c2ccc(OCc3nc(C)cs3)cc2)CC1 | i |
| COc1ccc(NC(=O)c2cc(-c3cccs3)nc3c2c(C)nn3C2CCS(=O)(=O)C2)cc1 (configuration not stated) | i |
| Cc1ccccc1OCC(=O)Nc1ccc2c(c1)N(C(=O)C1CCCC1)CC2 | i |
| O=C(NCCCS(=O)(=O)N1CCN(c2ccc(F)cc2)CC1)NCc1cccs1 | i |
| CN1CCC(CNS(=O)(=O)c2cc(F)ccc2F)CC1 | i |
| Cc1cc(C)c2sc(NC(=O)c3ccc4c(c3)OCO4)nc2n1 | i |
| CC(C)NS(=O)(=O)c1ccc(C(C)(C)C)cc1 | i |
| CC(=O)c1ccc(NC(=O)C2CC3CCCC(C2)C3=O)cc1 (configuration not stated) | i |
| COc1cc(S(=O)(=O)NCCNc2cc(-n3cccn3)ncn2)c(C)cc1C | i |
| COc1ccc(CNC(=O)NCC(O)(c2cccs2)C2CC2)cc1 (configuration not stated) | i |
| CN(C)S(=O)(=O)c1ccc(C(=O)NCCC2=CCCCC2)o1 | i |
| CCC(=O)Nc1ccc(SCC(=O)Nc2cc(Cl)ccc2OC)nn1 | i |
| Cc1cc(C)nc(NC(=O)NCCCSc2nc(C)cc(C)n2)n1 | i |
| O=C(Cc1cc(-c2ccc(Cl)cc2)on1)N1CCCC1 | i |
| O=C(NCC1(c2ccccc2)CCOCC1)C(=O)Nc1ccc2c(c1)OCCO2 | i |
| COc1cn(-c2ccc(F)cc2)nc1C(=O)Nc1ccc(Cl)cc1Cl | i |
| COc1cccc2sc(N(CC3CCCO3)C(=O)C3CCCC3)nc12 (configuration not stated) | i |
| CCOc1ccc2ncc(C#N)c(Nc3cc(OC)c(OC)c(OC)c3)c2c1 | i |
| O=C(CCCCn1c(=O)[nH]c2ccccc2c1=O)N1CCN(c2cccc(Cl)c2)CC1 | i |
| COc1ccc2c(=O)c(Oc3ccc(C(=O)NCc4ccncc4)cc3)coc2c1 | i |
| O=C(/C=C/c1ccco1)N1CCC(CNS(=O)(=O)c2cccs2)CC1 | i |
| O=C1CC(NC(=O)C23CC4CC(CC(C4)C2)C3)CN1 (configuration not stated) | i |
| O=C(NCCC1=CCCCC1)C(=O)NCC1CCN(Cc2ccco2)CC1 | i |
| CC(C)Sc1ccc(CC(=O)NCC2CCN(C(=O)c3ccccc3F)CC2)cc1 | i |
| COc1ccc(-c2ccc(=O)n(CC(=O)N3CCc4ccccc43)n2)cc1OC | i |
| COc1cccc(CC(=O)NCC#CCN2CCc3ccccc3C2)c1 | i |

Taken from the listing, two compounds:
| SMILES | GIRK2 act |
| --- | --- |
| CC(C)Sc1ccc(CC(=O)NCC2CCN(C(=O)c3ccccc3F)CC2)cc1 | i |
| COc1ccc(-c2ccc(=O)n(CC(=O)N3CCc4ccccc43)n2)cc1OC | i |

Going on with the list:
| SMILES | GIRK2 act |
| --- | --- |
| CCNc1nc2c(c(=O)[nH]c(=O)n2C)n1CC(=O)c1ccccc1 | i |
| CCOC(=O)N1CCc2nc(NC(=O)C(C)(C)C)sc2C1 | i |
| CCOc1ccc(OCC)c(S(=O)(=O)NCCOc2ccc3nnc(C)n3n2)c1 | i |
| O=C(/C=C/c1ccccc1Cl)NCCCC(=O)Nc1cccc2cccnc12 | i |
| COc1ccc(S(=O)(=O)NCCCCN2CCOC(c3ccccc3)C2)cc1 (configuration not stated) | i |
| Cc1c(C(=O)NCCC(C)C)c(C(F)(F)F)nn1C1CCN(C(C)C)CC1 | i |
| COCCNC(=O)c1ccc2c(=O)n(CC(C)C)c(SCC(=O)c3c[nH]c4ccccc34)nc2c1 | i |
| COCCNC(=O)CCCn1nc(-c2ccc(C)cc2)ccc1=O | i |

Of the compounds above, seven contain a furan ring, fused or not.
| SMILES | GIRK2 act |
| --- | --- |
| Cc1cc(F)ccc1S(=O)(=O)NCC(O)(c1ccco1)C1CC1 (configuration not stated) | i |
| O=C(CCc1csc(NC(=O)c2ccco2)n1)Nc1ccc(F)c(Cl)c1 | i |
| O=C(Nc1ccc2c(c1)CN(C(=O)c1ccco1)CC2)Nc1cccs1 | i |
| Cc1cc(=O)[nH]c2cc(NC(=O)c3cc(-c4ccco4)on3)ccc12 | i |
| CN(C)S(=O)(=O)c1ccc(C(=O)NCCC2=CCCCC2)o1 | i |
| O=C(/C=C/c1ccco1)N1CCC(CNS(=O)(=O)c2cccs2)CC1 | i |
| O=C(NCCC1=CCCCC1)C(=O)NCC1CCN(Cc2ccco2)CC1 | i |

Part of the list above in order of count of non-hydrogen atoms, highest first.
| SMILES | GIRK2 act |
| --- | --- |
| CCOc1ccc(OCC)c(S(=O)(=O)NCCOc2ccc3nnc(C)n3n2)c1 | i |
| COc1ccc(S(=O)(=O)NCCCCN2CCOC(c3ccccc3)C2)cc1 (configuration not stated) | i |
| CCNc1nc2c(c(=O)[nH]c(=O)n2C)n1CC(=O)c1ccccc1 | i |

(next part)
| SMILES | GIRK2 act |
| --- | --- |
| COc1ccc(C(CNS(=O)(=O)c2ccc(F)cc2C)N2CCN(C)CC2)cc1 (configuration not stated) | i |
| CCOc1ccc(S(=O)(=O)N2CCN(C)CC2)cc1C(C)(C)C | i |
| COc1cc(OC)cc(C(=O)NCC2(O)CCc3ccccc32)c1 (configuration not stated) | i |
| O=C(NCCc1ccccc1)C(=O)NCC1CCN(c2ccccn2)CC1 | i |
| CC(O)(CNC(=O)CSc1ccc(F)cc1)c1ccc2c(c1)OCO2 (configuration not stated) | i |
| O=C(NCC1(O)CCCC1)C(=O)NC1CCCC1 | i |
| c1cc(CSc2cc(N3CCCC3)ncn2)ccn1 | i |
| CCC(=O)Nc1ccc(SCC(=O)NCc2ccc(F)cc2)nn1 | i |
| O=C(CNS(=O)(=O)c1ccc(F)c(Cl)c1)N1CCOC(c2ccccc2)C1 (configuration not stated) | i |
| CC1(C)CC(=O)C2=C(C1)Nc1ncnn1C2c1cccc(F)c1 (configuration not stated) | i |
| Cn1c(=O)c2c(nc(N)n2CCCOc2ccccc2)n(C)c1=O | i |
| CCOc1ccc(-c2ccc(=O)n(CC(=O)NCc3cccc(OC)c3)n2)cc1 | i |
| COc1ccc(S(=O)(=O)N2CCC(Cn3c(C)nc4ccccc43)CC2)cc1C | i |
